# mHTT CaM bind: inhibitors of human mutant huntingtin-calmodulin interaction; P42858; AlphaScreen His-mHTT/GST-CaM binding, luminescence; inhibition, % at 15 µM; 190,000 tested, 3.6% active; AID 1671202;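 note: 0% = both proteins with DMSO and 100% = one protein alone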
# Target sequence (P42858 whole entry, looked up, stated change not applied): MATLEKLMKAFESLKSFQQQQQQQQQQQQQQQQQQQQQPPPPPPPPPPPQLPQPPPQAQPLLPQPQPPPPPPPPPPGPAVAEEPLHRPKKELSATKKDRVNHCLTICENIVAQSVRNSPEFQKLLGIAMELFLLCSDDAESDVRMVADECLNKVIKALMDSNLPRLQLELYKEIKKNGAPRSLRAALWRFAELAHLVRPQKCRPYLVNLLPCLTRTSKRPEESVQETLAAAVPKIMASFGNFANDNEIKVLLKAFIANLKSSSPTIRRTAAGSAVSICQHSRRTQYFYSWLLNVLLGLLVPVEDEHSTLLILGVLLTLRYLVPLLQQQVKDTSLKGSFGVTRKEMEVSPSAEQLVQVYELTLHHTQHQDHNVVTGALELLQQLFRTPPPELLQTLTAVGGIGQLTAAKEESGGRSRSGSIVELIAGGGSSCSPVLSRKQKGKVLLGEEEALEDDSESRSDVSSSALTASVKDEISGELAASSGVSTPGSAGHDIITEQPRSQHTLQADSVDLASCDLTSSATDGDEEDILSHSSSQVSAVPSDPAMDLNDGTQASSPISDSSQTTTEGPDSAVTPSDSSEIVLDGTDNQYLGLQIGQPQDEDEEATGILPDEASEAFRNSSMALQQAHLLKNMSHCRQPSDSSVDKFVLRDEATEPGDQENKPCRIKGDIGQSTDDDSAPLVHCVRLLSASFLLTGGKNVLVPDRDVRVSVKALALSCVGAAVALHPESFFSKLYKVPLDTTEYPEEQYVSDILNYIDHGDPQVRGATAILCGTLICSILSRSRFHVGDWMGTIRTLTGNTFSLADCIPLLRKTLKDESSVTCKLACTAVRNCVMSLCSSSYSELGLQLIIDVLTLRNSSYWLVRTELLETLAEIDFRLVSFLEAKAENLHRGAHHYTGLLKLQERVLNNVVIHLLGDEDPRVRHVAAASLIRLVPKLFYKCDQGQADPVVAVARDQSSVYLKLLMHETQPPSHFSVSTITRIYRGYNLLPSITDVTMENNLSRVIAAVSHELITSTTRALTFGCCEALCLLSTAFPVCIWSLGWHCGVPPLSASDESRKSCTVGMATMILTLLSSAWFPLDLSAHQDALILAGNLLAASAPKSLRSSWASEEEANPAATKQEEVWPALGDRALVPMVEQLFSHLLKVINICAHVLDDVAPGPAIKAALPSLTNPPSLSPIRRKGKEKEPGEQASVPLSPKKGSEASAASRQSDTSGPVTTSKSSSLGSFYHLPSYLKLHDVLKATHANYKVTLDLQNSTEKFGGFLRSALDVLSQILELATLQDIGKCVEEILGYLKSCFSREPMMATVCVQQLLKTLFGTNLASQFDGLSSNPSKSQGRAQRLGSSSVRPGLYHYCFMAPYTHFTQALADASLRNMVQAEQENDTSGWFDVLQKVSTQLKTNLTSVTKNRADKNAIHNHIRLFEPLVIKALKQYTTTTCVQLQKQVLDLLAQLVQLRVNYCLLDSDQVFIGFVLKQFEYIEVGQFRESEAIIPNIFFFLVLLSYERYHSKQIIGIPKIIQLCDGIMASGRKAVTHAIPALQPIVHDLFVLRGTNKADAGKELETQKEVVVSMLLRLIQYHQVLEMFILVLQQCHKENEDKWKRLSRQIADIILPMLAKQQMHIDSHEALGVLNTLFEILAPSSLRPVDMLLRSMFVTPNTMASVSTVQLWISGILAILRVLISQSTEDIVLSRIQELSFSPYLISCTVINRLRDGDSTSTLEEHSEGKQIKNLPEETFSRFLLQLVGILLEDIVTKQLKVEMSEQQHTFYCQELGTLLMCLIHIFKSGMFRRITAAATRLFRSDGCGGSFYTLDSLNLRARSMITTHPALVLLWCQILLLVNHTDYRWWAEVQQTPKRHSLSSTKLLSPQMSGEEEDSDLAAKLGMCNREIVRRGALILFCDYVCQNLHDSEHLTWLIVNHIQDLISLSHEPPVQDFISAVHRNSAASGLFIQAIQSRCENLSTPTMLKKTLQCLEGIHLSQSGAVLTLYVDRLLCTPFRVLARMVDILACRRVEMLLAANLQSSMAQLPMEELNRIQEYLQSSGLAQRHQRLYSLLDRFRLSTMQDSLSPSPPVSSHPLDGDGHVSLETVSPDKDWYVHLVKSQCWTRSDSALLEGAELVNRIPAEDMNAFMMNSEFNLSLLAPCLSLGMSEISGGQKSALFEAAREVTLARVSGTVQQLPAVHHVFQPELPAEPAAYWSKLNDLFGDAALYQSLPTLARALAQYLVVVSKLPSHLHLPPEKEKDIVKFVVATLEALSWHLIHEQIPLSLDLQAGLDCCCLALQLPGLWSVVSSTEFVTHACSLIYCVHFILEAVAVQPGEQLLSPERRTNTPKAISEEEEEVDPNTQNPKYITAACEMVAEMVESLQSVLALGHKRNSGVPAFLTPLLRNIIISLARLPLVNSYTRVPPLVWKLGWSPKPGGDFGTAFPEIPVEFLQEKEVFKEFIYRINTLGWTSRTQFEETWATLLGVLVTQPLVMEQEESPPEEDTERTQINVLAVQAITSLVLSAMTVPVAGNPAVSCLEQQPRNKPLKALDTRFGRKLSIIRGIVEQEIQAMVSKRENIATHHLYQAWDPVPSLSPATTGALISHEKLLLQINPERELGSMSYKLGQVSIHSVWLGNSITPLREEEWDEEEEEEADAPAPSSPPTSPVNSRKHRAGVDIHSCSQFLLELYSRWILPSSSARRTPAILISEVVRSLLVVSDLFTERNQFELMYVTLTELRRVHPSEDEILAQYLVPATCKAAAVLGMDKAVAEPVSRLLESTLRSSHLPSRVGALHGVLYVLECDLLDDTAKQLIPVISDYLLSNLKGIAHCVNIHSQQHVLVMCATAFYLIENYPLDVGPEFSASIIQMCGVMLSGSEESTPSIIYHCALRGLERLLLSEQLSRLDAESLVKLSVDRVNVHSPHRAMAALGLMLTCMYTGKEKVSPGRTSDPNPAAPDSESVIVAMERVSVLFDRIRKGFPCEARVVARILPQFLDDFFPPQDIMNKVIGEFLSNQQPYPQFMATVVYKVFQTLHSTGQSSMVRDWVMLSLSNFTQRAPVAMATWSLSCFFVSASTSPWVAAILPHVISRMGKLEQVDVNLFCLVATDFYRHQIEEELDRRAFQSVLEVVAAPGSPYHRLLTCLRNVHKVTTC
# Pf apPOL inh: Pf-apPOL DNA polymerase inhibition; AID 1794808; inhibition, % at 10 µM; Recombinant Pf-apPOL, molecular beacon fluorescence, 1.5 h; 210,000 tested, 0.25% active
# The depositor's hits bear a star; i = inactive; . = not tested or not shown; & = joins results of further samples; ! = not active in a repeat. Cut-off read from the data, not from the text of the source: active = inhibition above about 50%; inactive = the rest.
# Every second line gives: mHTT CaM bind	Pf apPOL inh
- COc1c(C(=O)N2CCN(CC(C)C)CC2)sc2ccc(Cl)cc12
 : -10.1	0.8
- Cc1ccc(N2CCN(C(=O)CSc3ccccc3)CC2C)cc1 (stereo not drawn)
 : 17.4	2.0
- Cc1ccc(C2CC(C(F)(F)F)n3nc(C(=O)N4CCCC4)c(Cl)c3N2)cc1 (stereo not drawn)
 : 34.0	-15.1
- CC(NC(=O)c1cccc(F)c1)C1CC1 (stereo not drawn)
 : -12.7	4.1
- Cc1cc(Nc2ccc(I)cc2)c2cc(Cl)ccc2n1
 : 3.9	-5.0
- CCOC(=O)CCC(=O)Nc1ccc(S(=O)(=O)Nc2cc(C)on2)cc1
 : 16.7	-0.1
- Cn1cccc1C(=O)N1CCC2(C1)NCc1ccccc1NC2=NC(C)(C)C (stereo not drawn)
 : 31.7	-4.6
- CC1(CNS(=O)(=O)c2ccc(F)c(F)c2)CCOCC1
 : -2.4	-7.4
- CC(=O)N1CCN(C(=O)CN2CCc3sccc3C2c2ccc(C)cc2)CC1C (stereo not drawn)
 : 28.9	0.0
- COc1ccccc1C1(CNC(=O)CSCc2ccccc2)CCOCC1
 : -0.2	-2.0
- O=C(Cc1ccsc1)N1CCCn2nc(-c3cccc(Cl)c3)cc2C1
 : 20.8	-4.3
- O=C(c1ccccc1F)N1CCCCC1CCN1CCOCC1 (stereo not drawn)
 : 2.2	-4.5
- CC(C)C(=O)Nc1cccc(NC(=O)c2cc3ccccc3o2)c1
 : 4.8	-4.2
- CC(NC(=O)c1noc2c1CCCC2)c1ccccc1 (stereo not drawn)
 : -7.5	-3.8
- Cc1ccc(NC=C(C#N)C(=O)c2cc(-c3ccccc3)oc2C)cc1
 : .	-4.9&-0.8
- CC(=O)c1ccc(N=Cc2ccc(N(C)C)cc2)cc1
 : -3.0	2.1
- O=S(=O)(c1ccc(F)cc1)N1CCN(c2ccccn2)CC1
 : -5.1	-1.5
- Cc1ccc(Cl)cc1NC(=O)N1CCC(n2cnc3cc(F)ccc3c2=O)CC1
 : -3.8	-4.2
- COc1ccccc1-c1ncnn1-c1sc2c(c1C#N)CCCCC2
 : 9.0	0.9
- COCc1cc(=O)[nH]c(Sc2c(-c3ccccc3)c3ccccc3[nH]c2=O)n1
 : 4.5	-3.9
- COc1ccc(Cl)cc1NC(=O)N1CCC2(CC1)Nc1ccccc1-n1cccc12
 : 32.4	-6.3
- O=C(Nc1nnc(CCS(=O)(=O)c2ccccc2)o1)C1COc2ccccc2O1 (stereo not drawn)
 : 65.3*	6.7
- Cc1cccc(-n2nnc(C(=O)O)c2-c2ccncc2)c1
 : 1.2	-0.3
- CCCn1cnnc1C1CCN(C(=O)Cc2ccsc2)CC1
 : -2.5	1.3
- CCc1nnc2c(NC(=O)c3cncc(Br)c3)cccn12
 : -5.8	-1.2
- COc1ccc(OC)c(C2CC(c3ccc(C)c(C)c3)Nc3nnnn32)c1 (stereo not drawn)
 : -5.5	-3.7
- CC(C)CCNC(=O)Cn1nc(S(=O)(=O)c2cccc(F)c2)ccc1=O
 : -5.1	3.4
- COc1ccc(OC)c(-c2c(C)c3ccc(OC(C)=O)cc3oc2=O)c1
 : 14.4	-6.4
- Cc1c(C)n(C(=O)CSc2ccccn2)c2ccccc12
 : -23.0	-10.0
- O=C1CSC(c2ccc(O)c([N+](=O)[O-])c2)N1Cc1ccccc1 (stereo not drawn)
 : 7.0	-5.3
- O=C(Cn1c2c(c(-c3ccccc3Cl)cc1=O)CCC2)NCCc1ccccc1
 : 18.7	0.0
- Cc1ccc(C(C)C)c(OCC(=O)Nc2ccc(F)cc2F)c1
 : -0.7	-10.7
- CC(=O)N1CCN(C2CCN(CCc3ccccc3)CC2)CC1
 : 0.9	14.7
- CCN(C)C(=O)CCc1nnc(-c2ccc(C)c(Cl)c2)[nH]c1=O
 : 20.9	2.5
- COc1cc(C=Nc2ccc(S(=O)(=O)Nc3ccccn3)cc2)ccc1OCc1ccccc1
 : -1.0	-8.9
- Cc1ccccc1-c1nc(C2CCN(C(=O)Cc3ccc(Br)cc3)CC2)no1
 : 0.4	-1.0
- Cc1cc(NS(=O)(=O)c2ccc(NC(=O)c3ccccc3Oc3ccccc3)cc2)no1
 : 2.2	-6.9
- Cc1cc(C)c(NC(=O)C2CCCCN2C23CC4CC(CC(C4)C2)C3)c(C)c1 (stereo not drawn)
 : 2.5	0.6
- O=C(NCCC1=CCCCC1)c1ccnc(N2CCNC(c3ccccc3)C2)c1 (stereo not drawn)
 : 37.0	-5.8
- O=[N+]([O-])c1ccccc1S(=O)(=O)N1CCCc2cccc(O)c21
 : 49.2	-1.3
- C=CCNC(=O)c1cc2c(=O)n3ccccc3nc2n(C(C)CC)c1=N (stereo not drawn)
 : -3.0	-2.5
- NS(=O)(=O)c1ccc(NNC(=O)c2nccnc2C(=O)O)cc1
 : .	5.7
- Cc1cccc(COC[C@H](CC(C)C)N2CCN(C(=O)c3ccc(C(C)(C)C)cc3)CCC2=O)c1
 : -15.3	-4.4
- CSc1nc(N=CN(C)C)nn1CCC#N
 : .	3.2
- O=C(Nc1ccccc1C(=O)NCc1ccccc1)c1ccc(F)cc1
 : -2.3	-0.4
- O=C(C1CCCN(c2ncnc3c2nc2n3CCCCC2)C1)N1CCOCC1 (stereo not drawn)
 : -2.6	6.8
- Cc1onc(-c2c(Cl)cccc2Cl)c1C(=O)NCc1ccncc1
 : 3.0	-6.3
- O=C(c1cccc(CN2C(=O)C3CCCN3C(=O)c3ccccc32)c1)N1CCCCCC1 (stereo not drawn)
 : -6.7	-1.3
- COc1ccc(N2C(=O)c3c(C)nc4ccccc4c3C2=O)cn1
 : -2.0	2.7
- N#Cc1c(-c2ccco2)cc(C2CC2)nc1N
 : -13.2	.
- Cc1ccc(C(=O)N2CCC(c3nc(CNC(=O)C4CCC4)cs3)CC2)cc1
 : 8.7	-4.1
- COc1ccc(OC)c(C(C)NC(=O)CC(C)c2ccccc2)c1 (stereo not drawn)
 : -8.3	-4.2
- Cc1ccc(C(=O)NCCN(C)C)c(Cl)c1
 : -4.9	-1.3
- CC(=O)Oc1ccc2c(c1)OC(=Cc1cccnc1)C2=O
 : 1.5	-6.9
- CC(=O)NC(c1ccccc1)c1cc(Cl)c2cccnc2c1O (stereo not drawn)
 : 100.0*	1.2
- CCc1ccc(C(=O)N2CCN(c3ccc(-c4nc(C)cs4)cn3)CC2)cc1
 : 0.0	1.0
- CCOc1ccc(-n2c(SC(CC)C(=O)N(CC)CC)nc3n[nH]c(C)c3c2=N)cc1 (stereo not drawn)
 : 52.0*	-2.7
- CCOC(=O)COc1ccc2c(-c3cc4cccc(OCC)c4oc3=O)cc(=O)oc2c1
 : 2.2	-8.2
- Cc1ccc(NC(=O)CN2CCc3ccccc3C2C(=O)N2CCCCC2)cc1C (stereo not drawn)
 : 1.5	-0.6
- CC1CCCN(c2ncnc3c2nnn3C)C1 (stereo not drawn)
 : -13.3	-0.3

# Other compounds follow:
molecule | mHTT CaM bind | Pf apPOL inh
Cn1ncc(NC(=O)c2ccccc2)c(N2CCCCC2)c1=O | 0.9 | 0.1
O=C1N(O)C2(C=CCCC2)/C(=N/O)C12CCCCC2 (stereo not drawn) | i | -4.3
CCOc1ccccc1Nc1nc(SC)nc2c1CCC2 | 1.4 | -0.8
CN1CCN(C(=O)c2ccco2)CC1 | 1.2 | 0.7
Cc1cnc(C(=O)NCCc2ccc(S(=O)(=O)NC(=O)NC3CCCCC3)cc2)cn1 | . | 8.5
N#Cc1c(N)n(-c2ccc(Cl)cc2)c2nc3ccccc3nc12 | -2.0 | 0.0
COc1ccc(CCN2C(=O)CC(C(=O)O)SC2=Nc2ccc(F)cc2)cc1OC (stereo not drawn) | -2.0 | -2.9
O=C1CCN(CCc2ccccc2)CCN1CCOc1ccccc1 | 12.7 | -8.6
O=C(O)Cc1c[nH]c2ccc(O)cc12 | 84.8* | 95.0*!
O=C(NCc1cccnc1)c1ccn2c(-c3ccc(Cl)cc3)nnc2c1 | 6.0 | 8.9
CC(C)C(C)NC(=O)c1cc(N2CCSCC2)nc2ccccc12 (stereo not drawn) | -4.0 | -5.9
O=C(NC1CCCCCC1)C1CCNCC1 | 3.3 | -0.1
N#CC1=C(N)OC2=C(C(=O)CC(c3ccco3)C2)C1c1cn[nH]c1-c1ccc(F)cc1 (stereo not drawn) | 10.0 | -4.1
CNC(=O)N1CCCC(c2cccc(C(=O)N3CCN(c4ccccc4Cl)CC3)c2)C1 (stereo not drawn) | 3.2 | -1.1
COc1cccc(C(=O)Nc2nnc(C3CC(=O)N(c4ccc(SC)cc4)C3)o2)c1 (stereo not drawn) | 14.8 | 0.5
Cc1c(C(=O)NCCCN2CCCC2)oc2ccc(S(=O)(=O)N3CC(C)CC(C)C3)cc12 (stereo not drawn) | 13.0 | -5.9
O=[N+]([O-])c1cccc(CN2CCCCCCC2)c1 | 1.8 | -13.2
O=C(COc1ccc(F)cc1)N1CCCC2(C1)Nc1ccccc1NC2=NC1CCCC1 (stereo not drawn) | 86.3* | -3.6
O=C1CC(c2ccc3c(c2)OCO3)c2c(n[nH]c2-c2ccccc2)N1 (stereo not drawn) | -2.7 | -1.6
O=C(Nc1ccc(N2CCCN(Cc3ccc(F)cc3)C2=O)cc1)C1CC1 | 18.4 | -0.6
CCCCOc1ccc(CNC(=O)C2CCCN(c3nccc4c(C)nn(C)c34)C2)cc1 (stereo not drawn) | -1.4 | -4.6
O=C(NCCc1ccccc1)C1CC(c2ccc(F)cc2)=NO1 (stereo not drawn) | -7.0 | -2.3
O=C(/C=C/c1cccc(Cl)c1Cl)Nc1cc2cc(Br)ccc2oc1=O | 0.0 | -6.8
COc1ccccc1CCNC(=O)C1CCCN(C(=O)Cc2cccc3ccccc23)C1 (stereo not drawn) | -1.4 | 1.1
COc1ccc(OCC(O)CON2C(=O)c3ccccc3C2=O)cc1 (stereo not drawn) | -5.6 | -9.9
Cc1ccc(/C=C2\SC(N3CCC(C)CC3)=NC2=O)o1 | 4.1&17.0 | 6.0
CCn1c(=N)c(C(=O)NCCc2ccccc2)cc2c(=O)n3cccc(C)c3nc21 | -7.0 | 2.6
CC12C=CC(C)(O1)C1C(=O)N(c3ccccc3C#N)C(=O)C12 (stereo not drawn) | 0.0 | -3.0
O=C(c1ccc(S(=O)(=O)c2ccc(F)cc2)c([N+](=O)[O-])c1)N1CCc2ccccc21 | 31.0 | -0.9
CCOC(=O)c1ccc(NC(=O)c2ccc(S(=O)(=O)N(C)C)cc2)cc1 | 7.6 | 0.6
CCC(=O)N1CCc2c(C(=O)N3CCCCC3)cccc21 | -6.2 | -0.8
COc1ccc(-c2c(NC(=O)C3CCCCC3)oc3ccccc3c2=O)cc1OC | 13.3 | -12.2
c1cc2c(c(NCc3ccncc3)c1)CCCC2 | 7.2 | 1.2
COc1cccc(NC(=O)C2CCN(C(=O)c3ccc(Cl)cc3Cl)CC2)c1 | 9.1 | -4.4
CN(C)CCCN1C(=O)CSC1c1cccc(Cl)c1 (stereo not drawn) | -12.0 | 7.1
COC(=O)C1=C(N)Oc2c(oc(CO)cc2=O)C1c1ccccc1F (stereo not drawn) | -1.0 | -7.3
O=C(CN(c1ccccc1F)S(=O)(=O)c1ccccc1)Nc1cccnc1 | 5.9 | -15.9
O=C(Nc1cccc(OC(F)(F)F)c1)c1cn2c(n1)CCCC2 | 2.4 | -4.2
COc1ccccc1Cc1noc(C2CN(S(=O)(=O)c3ccc(F)c(Cl)c3)C2)n1 | -12.2 | -2.6
CC1CCCCN1S(=O)(=O)c1ccc(C(=O)N2CC(=O)Nc3ccccc32)cc1 (stereo not drawn) | -4.5 | -4.5

# Two entries from above, with each value named.
> CN(C)CCCN1C(=O)CSC1c1cccc(Cl)c1 (stereo not drawn)
  mHTT CaM bind = -12.0	Pf apPOL inh = 7.1

> COC(=O)C1=C(N)Oc2c(oc(CO)cc2=O)C1c1ccccc1F (stereo not drawn)
  mHTT CaM bind = -1.0	Pf apPOL inh = -7.3

# The list goes on:
molecule | mHTT CaM bind | Pf apPOL inh
CCNC(=O)N1CCCC(c2cccc(C(=O)N(C)C)c2)C1 (stereo not drawn) | -8.8 | 1.1
Cc1ccc2oc(-c3cc(N)ccc3O)nc2c1 | 34.5 | -10.0
CC(C)c1ccc(NC(=O)C2Oc3ccccc3NC2=O)cc1 (stereo not drawn) | -5.1 | -3.5
Cc1cc(C)cc(NC(=O)C2CC3CCCN3C23C(=O)Nc2ccccc23)c1 (stereo not drawn) | 3.1 | -2.6
COC(CNC(=O)c1c[nH]c2ccc(S(=O)(=O)N3CCC(C)CC3)cc2c1=O)OC | 7.0 | -12.8
Cc1cc(C(=O)N2CCC(O)(c3ccccc3)C(N(C)C)C2)n[nH]1 (stereo not drawn) | -1.0 | -4.5
CSc1ccc(/C=c2\sc3nc(=O)c(-c4ccccc4)nn3c2=O)cc1 | 0.0 | -6.8
O=[N+]([O-])c1ccc(Oc2ccc([N+](=O)[O-])cn2)cc1 | 28.0 | -0.9
O=C(Nc1ccccc1C(F)(F)F)NC1CCCCC1 | -4.0 | -4.0
CC(C)NC(=O)CC1CCN(S(=O)(=O)c2cccs2)CC1 | -14.1 | -1.4
NC(=O)c1ccccc1NC(=O)CSc1ccccn1 | -2.0 | 2.0
O=C1CC(N2CCN(c3ccc([N+](=O)[O-])cc3)CC2)C(=O)N1c1ccccc1 (stereo not drawn) | -2.6 | -0.2
O=C1NC(=Nc2ccccc2Cl)S/C1=C\c1cccc([N+](=O)[O-])c1O | 44.0 | 5.8
O=C(CSCc1ccccc1)NCCSCc1ccco1 | . | -3.2
CC(O)CNc1ncnc2ccc(Br)cc12 (stereo not drawn) | -1.0 | -0.2
CCn1cc2c(n1)-c1c(oc(C(=O)N3CCCC3)c1C)CC2 | 6.3 | -4.6
FC(F)(F)c1ccc(N2CCN(CC3CN(Cc4ccccc4)CCO3)CC2)nc1 (stereo not drawn) | . | -7.6
CCOC(=O)c1ccsc1NC(=O)c1ccco1 | -5.6 | -2.6
Cc1ccc(N2CCC(NC(=O)c3ccc(C)s3)C2=O)cc1 (stereo not drawn) | -1.3 | -2.4

# Bioassay records: PubChem BioAssay, University of Kansas High Throughput Screening Laboratory
